# MEP2-GFP yeast: alters MEP2-GFP fluorescence in TOR pathway yeast screen; hit rate 0.51% among 330,000; S. cerevisiae MEP2-GFP strain, flow cytometry GFP, 3 h; 100% = DMSO control level; GFP response vs DMSO, % at 10 µM;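 active = GFP response versus DMSO above a set limit, roughly screen mean plus 3 SD, cut at about 180% in these data; inconclusive = fewer than 70 cells counted for a yeast strain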;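 note: median GFP fluorescence of the barcode-gated MEP2-GFP cells per well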
# VLA-4 inh: inhibition in a human VLA-4 binding assay. P13612. VLA-4 expressing cells, ligand binding flow cytometry. inhibition, % (about 7 µM as worked out from the volumes in the protocol). hit rate 0.2% among 330,000; in the data active = inhibition above about 50%
# AGP1 TOR yeast: modulators of TOR pathway AGP1-GFP in S. cerevisiae | S. cerevisiae AGP1-GFP multiplex flow cytometry, 3 h; GFP as percent of DMSO wells | GFP response vs DMSO, % at 10 µM | hit rate 0.02% among 320,000 | AID 2066;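 active = GFP response relative to DMSO above a set limit, near screen average plus 3 SD, cut at about 150% in these data; inconclusive = fewer than 70 cells counted for the yeast strain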;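 note: median GFP channel fluorescence of the gated AGP1 strain per well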
# CIT2 TOR yeast: modulators of TOR pathway CIT2-GFP in S. cerevisiae | hit rate 0.065% among 320,000 | S. cerevisiae CIT2-GFP strain, flow cytometry, 3 h; 100 means same as DMSO wells | GFP response vs DMSO, % at 10 µM;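 active = GFP response relative to DMSO above a set limit, near the screen mean plus 3 SD, cut at about 150% in these data; inconclusive = Fewer than 70 cells measured for a yeast strain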;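 note: ratio of well median GFP fluorescence to mean of DMSO wells on the plate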
# RPL19A-GFP yeast: yeast TOR pathway RPL19A-GFP modulation | S. cerevisiae RPL19A-GFP strain, flow cytometry, 3 h; hits give low values | percent response vs DMSO, % at 10 µM | hit rate 0.3% among 330,000 | AID 2025;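 active = percent response vs DMSO below 50%; inconclusive = fewer than 70 events counted for the yeast strain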;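 note: median channel GFP fluorescence of the barcoded RPL19A-GFP strain; ratio of sample median GFP to plate DMSO average so 100% = DMSO; lower means less RPL19A-GFP as with rapamycin TOR inhibition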
# GRK2 inh: human GRK2 inhibition via aptamer displacement; P25098; hit rate 0.59% among 330,000; bead flow cytometry, FAM-aptamer displacement from GRK2; inhibition of aptamer binding, % at 10 µM;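 active = inhibition of aptamer binding above 40%, roughly 3 SD of noise, on plates passing a quality check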;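 note: median bead fluorescence of bound FAM aptamer so fluorescent compounds give negative values; no value below 0 was filed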
# Target sequence (P25098 whole entry, looked up): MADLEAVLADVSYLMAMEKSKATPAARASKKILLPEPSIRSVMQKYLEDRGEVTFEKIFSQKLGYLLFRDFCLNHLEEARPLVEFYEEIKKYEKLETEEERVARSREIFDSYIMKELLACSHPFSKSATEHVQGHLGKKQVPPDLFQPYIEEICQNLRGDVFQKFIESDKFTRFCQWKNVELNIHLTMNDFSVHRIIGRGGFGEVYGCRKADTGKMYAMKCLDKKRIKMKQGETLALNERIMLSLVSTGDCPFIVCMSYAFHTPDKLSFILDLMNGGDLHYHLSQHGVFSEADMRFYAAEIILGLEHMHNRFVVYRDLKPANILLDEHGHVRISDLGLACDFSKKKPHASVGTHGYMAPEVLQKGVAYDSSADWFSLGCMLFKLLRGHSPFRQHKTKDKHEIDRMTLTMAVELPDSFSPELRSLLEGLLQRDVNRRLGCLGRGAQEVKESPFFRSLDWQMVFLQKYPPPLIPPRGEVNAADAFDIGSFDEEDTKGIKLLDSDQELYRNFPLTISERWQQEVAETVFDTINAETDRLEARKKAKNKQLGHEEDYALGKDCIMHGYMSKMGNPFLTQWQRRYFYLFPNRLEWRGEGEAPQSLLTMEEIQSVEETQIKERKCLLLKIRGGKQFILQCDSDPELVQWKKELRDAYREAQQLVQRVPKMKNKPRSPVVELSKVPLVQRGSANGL
# LAP4 TOR yeast: modulators of TOR pathway LAP4-GFP in S. cerevisiae; S. cerevisiae LAP4-GFP multiplex, flow cytometry GFP, 3 h; median GFP as percent of DMSO wells; GFP response vs DMSO, % at 10 µM; hit rate 0.34% among 320,000;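 active = GFP response vs DMSO above a set limit, about the screen mean plus 3 SD, cut at about 150% in these data; inconclusive = under 70 cell events counted for the yeast strain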
# JMJD2C inh: human JMJD2C demethylase inhibition | inhibition, % at 2.35 µM | hit rate 0.069% among 330,000 | GST-JMJD2C(1-420) H3K9me3 demethylation, DELFIA europium;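 active = more than half of a compound's replicate wells show inhibition beyond 50%, single wells judged on their own value; inconclusive = some, but no more than half, of replicates pass 50% inhibition; inactive = no replicate passes 50% inhibition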;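 note: signal counts dimethyl H3K9 product captured on neutravidin plate; 0% = median of DMSO wells and 100% = 0.3 times that DMSO median; strong numbers were not always called active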
# Target sequence (Q9H3R0 1-420 limits assumed): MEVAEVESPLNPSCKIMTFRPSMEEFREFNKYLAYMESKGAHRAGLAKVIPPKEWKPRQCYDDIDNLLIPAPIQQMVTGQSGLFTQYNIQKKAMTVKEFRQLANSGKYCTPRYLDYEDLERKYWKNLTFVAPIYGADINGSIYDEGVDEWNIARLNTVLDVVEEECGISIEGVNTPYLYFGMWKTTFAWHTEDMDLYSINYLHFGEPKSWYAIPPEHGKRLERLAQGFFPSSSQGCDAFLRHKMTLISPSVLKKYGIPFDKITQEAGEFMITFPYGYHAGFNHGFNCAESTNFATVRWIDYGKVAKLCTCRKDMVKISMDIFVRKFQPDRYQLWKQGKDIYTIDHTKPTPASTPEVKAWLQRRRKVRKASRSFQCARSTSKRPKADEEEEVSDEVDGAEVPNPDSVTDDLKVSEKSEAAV
# Active calls of the source: *; i = inactive; ? = inconclusive; nt = not tested or not shown; [ ] = another dose, or the depositor's remark.
SMILES,MEP2-GFP yeast,VLA-4 inh,AGP1 TOR yeast,CIT2 TOR yeast,RPL19A-GFP yeast,GRK2 inh,LAP4 TOR yeast,JMJD2C inh
CC(C)(C)NC(=O)C(c1ccc(Cl)cc1)N(CCO)C(=O)c1snc(C(N)=O)c1N (stereo unspecified),97.4,3.6,97.5,99.2,99.5,2.0,82.1,-6.8
Cc1ccccc1NC(=O)C1c2cccc[n+]2CC(=O)N1Cc1ccc2c(c1)OCO2 (stereo unspecified),101.2,-2.6,100.8,101.2,104.3,0.0,85.4,-1.4
Cc1ccc(C(=O)Nc2c(C)n(C)n(-c3ccccc3)c2=O)cc1S(=O)(=O)N1CCOCC1,103.0,1.8,99.2,103.0,98.6,0.0,100.3,7.8
Cc1ccc(C)c(-c2cc(C(=O)Nc3nccs3)c3ccccc3n2)c1,113.9,-5.7,102.0,109.1,105.6,0.0,85.8,1.2
NC(=O)c1ccccc1NC(=O)Nc1ccccc1Cl,100.5,4.1,96.0,99.8,97.1,0.0,93.4,5.1
Cc1cc(C(=O)Nc2ccncc2)c2ccccc2n1,102.3,13.1,103.9,100.9,102.4,0.0,97.8,7.9
O=C1NC(=Nc2cccnc2)S/C1=C\c1cccc(F)c1,94.0,22.1,103.4,100.6,93.8,3.0,99.8,-4.7
Cn1c(N)c(C(c2ccccc2)c2c(N)n(C)c(=O)n(C)c2=O)c(=O)n(C)c1=O,101.9,7.8,99.0,101.3,99.5,0.0,96.3,-9.0
CNC[C@H]1Oc2ccc(NC(=O)Nc3ccccc3)cc2CC(=O)N([C@H](C)CO)C[C@H]1C,94.6,5.7,96.8,88.8,93.8,0.0,93.7,6.5
COc1ccccc1N(CC(=O)NCC1CCCO1)C(=O)CNS(=O)(=O)c1ccc(Cl)cc1 (stereo unspecified),100.5,17.4,103.8,91.0,98.8,0.0,107.6,-1.8
CCOC(=O)c1c(C)[nH]c(C(=O)OCC(=O)Nc2cc(C)ccc2OC)c1C,93.2,-2.6,94.5,85.6,94.6,0.0,90.8,16.4
COc1cc(C=O)ccc1OC(=O)c1ccncc1,112.0,23.2,101.9,112.8,105.2,5.0,76.2,-6.7
Cc1nnc(SC(C)C(=O)Nc2ncc(Cl)cc2Cl)n1Cc1ccccc1 (stereo unspecified),115.8,3.3,104.1,109.6,104.6,0.0,108.5,-0.4
Cc1ccc(Nc2nnc(SCC(=O)NC3CCCc4ccccc43)s2)cc1 (stereo unspecified),108.3,8.5,106.2,105.0,103.1,0.0,103.5,-9.2
COc1ccc(C(=O)NCC(=O)OCC(=O)NC2CCCCCC2)cc1,100.8,-4.7,107.5,105.0,102.5,23.0,100.8,2.5
O=C(Nc1cccc(Cl)c1)c1ccc(F)c(S(=O)(=O)NCc2cccs2)c1,97.7,1.2,100.8,95.0,99.6,0.0,106.3,5.4
CCOc1ccc(C(C)=O)cc1CSc1nnc(N)s1,105.4,8.9,94.8,99.8,105.1,1.0,102.7,i
COC(=O)c1nn(-c2cccc(Cl)c2)ccc1=O,94.0,-0.9,99.5,95.8,98.7,4.0,104.1,-6.1
CCOC(=O)N1C(=O)c2cc(OC)ccc2S1(=O)=O,95.2,0.4,96.7,105.6,97.4,1.0,100.7,6.8
Cc1ccc(-c2nc(C#N)c(NCc3cccc4c3OCO4)o2)cc1,100.5,20.0,102.7,96.8,99.3,1.0,95.5,-1.7
Cn1nnnc1SCc1nnc(-c2ccccc2Br)o1,90.9,10.7,100.0,90.2,95.1,0.0,93.9,6.0
Cc1c(NC(=O)c2ccc(S(=O)(=O)N3CCOCC3)cc2)cccc1[N+](=O)[O-],98.5,8.6,94.2,86.7,90.1,1.0,95.3,-2.9
NC(=O)c1nnn(-c2nonc2N)c1-c1ccc([N+](=O)[O-])cc1,84.4,-22.2,84.3,80.2,93.5,0.0,78.5,0.1
Cc1oc(-c2cccc3ccccc23)nc1CN1CCN(c2ncnc3ccccc23)CC1,104.8,32.0,93.1,92.8,94.7,1.0,98.2,1.6
Cc1oc2cc([N+](=O)[O-])c(O)c([N+](=O)[O-])c2c1C(=O)c1ccc(Br)cc1,96.1,0.0,94.3,98.0,100.1,2.0,105.9,7.5
Cc1ccccc1-c1nnc(CN2CCN(C(=O)c3ccco3)CC2)o1,111.1,8.0,87.8,95.0,95.0,0.0,89.2,-18.7
S=C(Nc1ccc(Oc2ccccc2)cc1)NC1CCCCC1,97.8,-2.1,98.1,nt,96.7,0.0,91.0,-1.8
CCn1c(N2CCN(CC(=O)Nc3cccc(C)c3C)CC2)nc2ccccc21,105.8,3.8,104.2,101.5,101.9,0.0,94.1,2.5
C/C(=N\N=C(N)N)c1ccc(Cl)cc1,99.8,3.8,97.4,95.9,102.9,0.0,90.2,0.8
Cc1ccc(C(=O)NCC(=O)NCC(c2cccs2)N2CCOCC2)cc1 (stereo unspecified),91.5,10.7,97.3,90.2,98.5,0.0,106.4,-9.1
COc1ccc(Cl)cc1C(=O)Nc1ccncc1,109.4,5.7,104.3,107.9,107.3,2.0,86.6,3.8
C/C(=N\NC(=O)CSCc1ccc([N+](=O)[O-])cc1)c1ccccc1,91.2,-3.2,96.9,99.5,92.9,3.0,?,-0.7
CC(=O)Nc1ccc(C(=S)NCC2(N(C)C)CCCCC2)cc1,96.5,-7.4,99.1,99.8,102.7,0.0,108.0,1.1
COc1ccc(N(CC(=O)NCCSCc2ccccc2C)S(=O)(=O)c2ccccc2)cc1,99.9,1.7,98.1,97.8,99.3,1.0,110.1,53.7
Cc1ccc(-c2noc(CNC(=O)COc3ccccc3C)n2)cc1,101.5,0.1,92.1,100.9,105.8,21.0,82.3,1.4
CC(NC(=O)C1CCCN1S(=O)(=O)c1cccc2cccnc12)c1ccccc1 (stereo unspecified),97.8,1.1,98.9,95.9,98.0,0.0,92.3,-3.0
CN(CC(=O)Nc1ccc(Cl)cc1)C1CCCCC1,92.9,-8.0,95.7,102.9,99.4,3.0,85.9,-20.6
COc1cccc(-c2cc(C(F)(F)F)n3ncc(S(=O)(=O)c4ccccc4)c3n2)c1,136.7,-2.9,85.0,105.5,92.2,2.0,97.8,-16.8
Cn1c(NNC(=O)C(c2ccccc2)c2ccccc2)cc(=O)n(C)c1=O,103.5,3.1,105.2,99.1,99.3,0.0,99.0,0.6
O=C(CCn1c(=O)[nH]c2ccccc2c1=O)NCCCN1CCN(c2cccc(Cl)c2)CC1,101.1,-8.8,101.4,100.8,101.1,36.0,105.0,-3.0
CS(=O)(=O)Nc1ccccc1C(=O)NCCSc1ccccc1,105.7,5.6,99.7,103.2,106.6,0.0,90.0,-4.8
O=C(O)c1ccc(N2C(=O)CSC2=S)cc1,90.2,-12.2,94.7,94.0,90.8,16.0,97.5,-1.6
CCCCNC(=O)c1cc2cc(CC)ccc2[nH]1,96.7,9.0,99.0,87.2,99.1,0.0,104.6,-14.2
CC(=O)c1c(C)[nH]c(C(=O)OCC(=O)N(C)C)c1C,103.8,6.1,100.2,98.6,99.4,0.0,108.6,-7.3
Cc1cc(C(F)(F)F)nn1CC(=O)N(C)c1ccccc1,105.2,5.3,101.3,94.8,100.2,4.0,90.9,5.9
COCCn1c(SC)nnc1-c1c[nH]c2ccccc12,91.4,7.2,96.7,88.7,95.1,5.0,106.9,-15.8
CN(CC(=O)Nc1c(Cl)cccc1Cl)C(=O)C1CC(=O)N(Cc2ccccc2)C1 (stereo unspecified),94.7,2.2,95.3,90.7,96.0,0.0,97.7,4.1
O=C(c1cc(-c2ccc(Br)cc2)on1)N1CCCCCC1,108.4,16.7,98.8,87.5,100.4,2.0,89.9,3.2
COc1ccc(/C=C2\C(=O)ON=C2c2ccccc2)cc1OC,112.0,1.2,103.9,105.3,105.2,1.0,99.9,11.5
Fc1ccc(-c2nc3ccncc3[nH]2)cc1,104.2,10.6,101.0,97.8,99.9,4.0,103.1,-5.7
CC(=O)c1cccc(NC(=O)c2cc(-c3ccncc3)nc3ccccc23)c1,99.8,1.9,98.8,102.4,99.4,0.0,96.5,1.0
Cc1ccc(-c2ccc(SCC(=O)NC3CCCCC3)nn2)cc1,95.3[may fluoresce green],-16.3,97.5[may fluoresce green],104.0[may fluoresce green],99.7[may fluoresce green],3.0,96.4[may fluoresce green],-6.8
O=C(NCCCc1ccccc1)c1ccc(-n2cncn2)c([N+](=O)[O-])c1,96.3,5.6,119.5,111.8,100.2,1.0,106.8,1.0
O=S(=O)(c1ccc(F)cc1)N1CCN(c2ccc(-c3ccccc3)nn2)CC1,93.0,6.2,98.4,92.8,96.7,0.0,97.6,-0.2
C1CCC2(CC1)C1=C(CCCC1)Nc1nnnn12,106.3,-4.9,110.7,108.2,110.7,1.0,103.5,4.0
CCCCSc1nc(C(=O)O)cc(=O)[nH]1,103.1,1.1,99.3,96.5,97.6,23.0,92.3,14.3
Cc1ccc(C(=O)NNC(=O)CCN2C(=O)C3CCCCC3C2=O)cc1 (stereo unspecified),100.9,7.2,99.7,94.5,98.5,1.0,100.3,-2.8
C/C(Cc1ccccc1)=N/NC(=O)CCCC(=O)N/N=C(/C)Cc1ccccc1,103.2,-0.6,97.7,104.2,100.2,0.0,92.2,-4.4
CCOC(=O)c1cc(NC(=O)COC)ccc1O,102.2,2.8,99.1,94.7,96.1,2.0,99.2,-7.0
CC1(C)C(C=C(Cl)Cl)C1C(=O)N(Cc1ccc(Cl)cc1)C1CCS(=O)(=O)C1 (stereo unspecified),105.8,8.7,105.0,110.0,105.4,1.0,86.2,-0.8

# Ordered by molecular weight (high to low): 3 of the compounds above
SMILES,MEP2-GFP yeast,VLA-4 inh,AGP1 TOR yeast,CIT2 TOR yeast,RPL19A-GFP yeast,GRK2 inh,LAP4 TOR yeast,JMJD2C inh
CN(CC(=O)Nc1c(Cl)cccc1Cl)C(=O)C1CC(=O)N(Cc2ccccc2)C1 (stereo unspecified),94.7,2.2,95.3,90.7,96.0,0.0,97.7,4.1
C1CCC2(CC1)C1=C(CCCC1)Nc1nnnn12,106.3,-4.9,110.7,108.2,110.7,1.0,103.5,4.0
Fc1ccc(-c2nc3ccncc3[nH]2)cc1,104.2,10.6,101.0,97.8,99.9,4.0,103.1,-5.7

# Additional results.
SMILES,MEP2-GFP yeast,VLA-4 inh,AGP1 TOR yeast,CIT2 TOR yeast,RPL19A-GFP yeast,GRK2 inh,LAP4 TOR yeast,JMJD2C inh
Cc1ccccc1-c1nnc(SCC(=O)NCC2CCCO2)o1 (stereo unspecified),97.8,2.6,98.7,99.2,98.0,1.0,102.2,3.6
COc1cccc(-n2c(Cn3nc(C(F)(F)F)cc3C)n[nH]c2=S)c1,102.1,-18.0,105.4,108.4,114.1,0.0,96.4,1.2
O=C(c1nn(Cc2ccccc2)c(=O)c2ccccc12)N1CCN(c2ccccn2)CC1,99.0,3.7,101.7,98.4,100.8,1.0,101.6,9.7
CC1CCCC(C)N1C(=O)CSc1ccc(-c2ccc3c(c2)OCCO3)nn1 (stereo unspecified),96.9,11.5,97.0,101.4,100.3,nt,95.2,0.5
CCOC(=O)CCC(NC(=O)c1ccc(NCN2C(=O)CCC2=O)cc1)C(=O)OCC (stereo unspecified),99.3,6.9,102.8,100.6,102.1,2.0,99.8,7.8
CC1Cc2ccccc2N1C(=O)C1CCCN1S(=O)(=O)c1ccc(Cl)cc1 (stereo unspecified),96.0,9.6,93.7,101.0,99.2,0.0,92.7,-0.1
O=C(NS(=O)(=O)c1ccc(NC(=O)C2CCCO2)cc1)c1ccccc1 (stereo unspecified),100.3,11.3,99.7,94.1,99.8,2.0,100.0,-2.4
O=C(c1ccc2c(c1)OCCCO2)N1CCCCC1,90.9,2.1,82.1,70.3,94.1,0.0,92.2,-1.9
COc1ccc(NC(=O)C2=C(C)C(=O)OC23CCC(C)CC3)cc1Cl (stereo unspecified),103.6,11.9,105.9,105.1,102.8,0.0,104.3,-12.9

# Compound activity (PubChem)
